# TrxR1 inh: rat TrxR1 inhibition | AID 588453 | Potency, µM (highest dose often 114 µM), for inactives: at the top dose activity change, negative = inhibition, most hits filed as inhibitors | O89049 | 390,000 tested, 1% active | recombinant rTrxR1, NADPH fluorescence consumption, selenite substrate; note: potency is the fitted concentration of half-maximal effect; % is set by controls: 0 for no effect and ±100 for the full control effect; nearly all actives have a fitted effect of over 65% in size
# Target sequence (O89049 whole entry, looked up): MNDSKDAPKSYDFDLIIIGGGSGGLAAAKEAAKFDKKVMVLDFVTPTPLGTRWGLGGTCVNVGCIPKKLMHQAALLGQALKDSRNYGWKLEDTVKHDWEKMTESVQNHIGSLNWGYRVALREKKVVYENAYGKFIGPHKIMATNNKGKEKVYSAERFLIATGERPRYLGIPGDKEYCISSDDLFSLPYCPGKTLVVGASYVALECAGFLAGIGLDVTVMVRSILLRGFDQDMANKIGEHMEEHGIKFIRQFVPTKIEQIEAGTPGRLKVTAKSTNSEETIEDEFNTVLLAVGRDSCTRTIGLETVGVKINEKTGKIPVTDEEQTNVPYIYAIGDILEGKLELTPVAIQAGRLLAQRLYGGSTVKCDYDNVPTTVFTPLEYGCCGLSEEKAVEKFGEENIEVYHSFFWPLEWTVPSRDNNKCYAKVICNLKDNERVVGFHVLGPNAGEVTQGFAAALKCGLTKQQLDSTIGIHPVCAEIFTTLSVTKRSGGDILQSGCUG
#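 Rat TrxR1 (90 nM in the dispensed reagent) was pre-reduced with 400 uM NADPH for 5 min at room temperature, then incubated with compound for 15 min. After 400 uM selenite was added, NADPH fluorescence (Ex 340/Em 450 nm) was followed for 8 min.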
# Tb PGK inh: blocks T. brucei phosphoglycerate kinase. PGK/GAPDH coupled, Kinase-Glo luminescence, 60 min. Potency, µM (doses to about 57.5 µM), without a hit: at the highest dose activity change, negative = inhibition, actives largely listed as inhibitors. 380,000 tested, 0.043% active; note: potency is the fitted concentration of half-maximal effect; % is set by controls: 0 for no effect and ±100 for the full control effect; nearly all actives have a fitted effect of over 60% in size
#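 Recombinant glycosomal PGK reaction used 1,3-bisphosphoglycerate generated in-well by GAPDH (100nM final) in 100mM TEA pH 7.6, 5mM MgCl2, 0.01% Tween-20. After 60 minutes at room temperature, ATP was read by Kinase-Glo Plus luminescence end-point.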
# TrxR1 substrate: is turned over as a substrate by rat TrxR1 | 390,000 tested, 0.01% active | AID 588456 | O89049 | purified TrxR1 substrate turnover, NADPH consumption readout | Potency, µM (highest dose often 114 µM), without a hit: at the top dose activity change, negative = substrate turnover; note: potency is the fitted concentration of half-maximal effect; % is set by controls: 0 for no effect and ±100 for the full control effect; nearly all actives have a fitted effect of over 50% in size
#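 Rat TrxR1, dispensed at 90 nM, was prereduced with 400 uM NADPH (final) for 5 min at ~22 deg C, then incubated with compound 15 min before 400 uM selenite. A first-read NADPH fluorescence drop versus no-compound background flagged substrates.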
# HP1b chromo inh: HP1-beta chromodomain-methylated histone interaction inhibition; AlphaScreen HP1-beta / biotin-H3K9me3 peptide binding; Potency, µM (titrated, usually from 114 µM), without a hit: at the highest dose activity change, negative = inhibition, hits mostly inhibitors; 390,000 tested, 0.56% active; note: potency is the fitted concentration of half-maximal effect; nearly all actives have a fitted effect of over 70% in size; inactives centre near 23
# Target sequence (P83916 whole entry, looked up): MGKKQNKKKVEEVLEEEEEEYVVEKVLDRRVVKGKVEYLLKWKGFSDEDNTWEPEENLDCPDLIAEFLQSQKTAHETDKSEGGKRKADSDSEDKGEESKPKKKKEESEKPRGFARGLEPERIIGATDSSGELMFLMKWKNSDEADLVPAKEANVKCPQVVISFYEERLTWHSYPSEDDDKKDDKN
#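 AlphaScreen: HP1-beta (50 nM) preformed 30 min with biotin-H3(1-18)K9me3 peptide (50 nM) in PBS pH 7.4, 0.01% Tween-20. Compound added for 30 min at RT, then streptavidin donor/nickel chelate acceptor beads (10 ug/mL) for 30 min.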
# USP1 inh: blocks the human USP1/UAF1 deubiquitinase complex; recombinant USP1/UAF1, Ub-Rhodamine cleavage fluorescence; Potency, µM (titrated, usually from 57.1 µM), inactives show top-dose activity change, negative = inhibition, usual class: inhibitors; 390,000 tested, 0.23% active; AID 743255; note: potency is the fitted concentration of half-maximal effect; % is set by controls: 0 for no effect and ±100 for the full control effect; nearly all actives have a fitted effect of over 60% in size; inactives centre near -12
#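 In this screen, compounds sit with the deubiquitinase complex (1nM) for 15 min at room temperature before Ub-Rho is added at 150nM final. Fluorescence rise is then followed for 6 reads every 60 seconds.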
# PI4K2A block: inhibitors of human PI4K2A | Q9BTU6 | purified PI4K2A, ADP-Glo luminescence, 1 h; hits give low values | activity change, negative = inhibition, % at 76.9 µM | 420,000 tested, 0.13% active | AID 1346378; in the data active = activity change below about -50%; inconclusive = mostly about -30% to -49%;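 note: -100% = wells without enzyme as full effect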
#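 ADP-Glo luminescence measured ADP generated by PI4K2A enzyme (4 ug/mL before mixing) with 1.2 mM PI substrate (pre-mix) and 300 microM ATP (pre-mix). Tris pH7.5 buffer with MgCl2, Triton X-100; 1 h reaction at ambient temperature.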
# mIDH1 inhibitor: blocks human mutant IDH1 R132H enzyme | 390,000 tested, 0.093% active | Potency, µM (doses to about 76.6 µM), inactives show top-dose activity change, negative = inhibition, hits mostly inhibitors | AID 602179 | IDH1-R132H enzyme, NADPH consumption, diaphorase/resazurin fluorescence; note: potency is the fitted concentration of half-maximal effect; % is set by controls: 0 for no effect and ±100 for the full control effect; nearly all actives have a fitted effect of over 65% in size
#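 IDH1-R132H (0.5 ug/mL dispensed) in pH 7.5 Tris buffer was preincubated 30 min with compound, then given a substrate mix of 0.016 mM NADPH and 2 mM alpha-KG for 80 min at room temperature; remaining NADPH was read by diaphorase/resazurin fluorescence.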
# Pin1 inhibitor: blocks the human prolyl isomerase Pin1; Q13526; Pin1 FP peptide displacement, HiFluor488, 10 min; Potency, µM (titrated, usually from 115 µM), for inactives: at the highest dose activity, negative = inhibition, actives largely listed as inhibitors; 390,000 tested, 0.009% active; AID 504891; active = well fitted inhibition curve with a large enough effect in the polarisation, with a control signal flat, not every such curve was filed as active; inconclusive = small, poorly fitted or top-dose-only effect, or effect the other way, or a change in a side signal; inactive = no such curve, though single readings can be large or run the other way; the % refers to the polarisation; note: potency is the fitted concentration of half-maximal effect; % is set by controls: 0 for no effect and ±100 for the full control effect
# Target sequence (Q13526 whole entry, looked up): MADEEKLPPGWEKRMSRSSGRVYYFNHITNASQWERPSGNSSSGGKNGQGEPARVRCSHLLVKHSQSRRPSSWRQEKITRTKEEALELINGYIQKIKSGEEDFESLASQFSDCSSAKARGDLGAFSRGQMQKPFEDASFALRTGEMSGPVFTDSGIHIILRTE
# GLS inhibitor: inhibitors of human glutaminase (GLS). O94925. GLS enzymatic activity, qHTS titration. Potency, µM (doses to about 45.5 µM), without a hit: top-dose activity change, negative = inhibition, usual class: inhibitors. 410,000 tested, 0.21% active. AID 624170; note: potency is the fitted concentration of half-maximal effect; % is set by controls: 0 for no effect and ±100 for the full control effect
#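 Glutamate formation by hKGA was monitored fluorometrically using coupled glutamate oxidase, HRP and Amplex Red. Substrate was added as 1 mM L-glutamine solution; incubation was 30 min at RT after an initial read.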
# An asterisk follows results filed as active; i = inactive; ? = inconclusive; . = no result given; & = joins results of further samples; [ ] = remark or other dose. Unless noted, calls come from the whole dose curve; as a rule, active = well fitted curve in the direction sought with a large enough effect; inconclusive = small, poorly fitted or top-dose-only effect, or another doubt; inactive = no such curve, though single readings can be large; an effect the other way counts as inactive or inconclusive. The list is partial; the hit share may differ from the screen's.
compound,TrxR1 inh,Tb PGK inh,TrxR1 substrate,HP1b chromo inh,USP1 inh,PI4K2A block,mIDH1 inhibitor,Pin1 inhibitor,GLS inhibitor
COC(=O)[C@@H]1C[C@H]2CC[C@H](O)C[C@H]2N1Cc1ccccc1OC(=O)c1cccs1,4%,-7%,1%,4%,-17%,-1,-8%[38.3 µM],32%[activator],13%
Cc1ccc(C2(C)NC(=O)N(CC(=O)Nc3ccccc3C(=O)NC3CCCC3)C2=O)cc1 (configuration not stated),4%[11.4 µM],-8%,8%[57.1 µM],5%,-6%,5,-1%,0%,3%
O=C(c1ccco1)N1CCN(C(=O)c2cnn3cccnc23)CC1,3%,i,6%,20%,-4%,-1,-6%,3%,-9%
CC(=O)c1c(-c2ccccc2)c2cc(Cl)ccc2[nH]c1=O,15%[57.1 µM],-2%,-7%[57.1 µM],20%,-13%,1,3%,-5%,0%
CCCNC(=O)c1c(N)n(-c2cc(OC)cc(OC)c2)c2nc3ccccc3nc12,41%,2%,70%[activator],92%[activator],-21%,0,-1%,15%,0%
COc1ccc(-c2csc(NC(=O)CS(=O)(=O)c3ccccc3)n2)c(OC)c1,.,-5%,.,.,-18%,-1,5%,.,-2%
CC(=O)c1ccccc1OCCOCCOc1ccccc1C(C)=O,-3%[57.1 µM],-1%,2%,12%,-3%,0,-5%,1%,1%
CCN(CC)C(=O)C(=O)N/N=C/c1ccc(Br)cc1,-1%,1%,-9%,7%,-4%,6,1%,2%,9%
O=c1oc2ccccc2c(Nc2cccc3cccnc23)c1[N+](=O)[O-],2%[57.1 µM],i,0%[57.1 µM],10%,-19%,3,0%,-5%,-10%
CCCCCCCC(=O)N1CCN(c2cc3c(cc2F)c(=O)c(C(=O)O)cn3CC)CC1,3%,0%,65%[activator],38%,-12%,-1,-6%,2%,1%
CCN1C(=O)[C@H]2[C@@H](c3ccc(-c4ccc5c(c4)OCO5)cc3)N3CCC[C@@]3(C(=O)OC)[C@H]2C1=O,64%[activator][57.1 µM],i,79%,30%,-1%,7,8%,6%,-8%
O=C(COc1ccccc1Cl)Nc1ccccc1C(=O)N1CCCCC1,-9%,-3%,-10%,21%,-4%,4,8%,-2%,10%
O=C(COC(=O)c1ccccc1)NCc1cccs1,12%,0%,3%,20%,-11%,0,-5%,-1%,-1%
COc1ccc(C(=O)CCC(=O)Nc2ccc(C)c(Cl)c2)cc1,4%[57.1 µM],-5%,-10%[57.1 µM],11%,-19%,-3,2%,29%,-4%
C=CCn1c(SCC(=O)Nc2cc(Cl)ccc2C(=O)O)nc2sc(C)c(C)c2c1=O,14%,-1%,-3%,26%,-16%,-3,-14%,-15%,?
COc1ccc(-n2nnc3c(=O)n(CC(=O)N4CCC(C)CC4)cnc32)cc1,10%[57.1 µM],-2%,0%[57.1 µM],31%,-16%,-8,-3%,?,1%
O=C(CSc1nc2c(cnn2-c2ccccc2)c(=O)[nH]1)NC1CCS(=O)(=O)C1 (configuration not stated),14%,.,3%,60%[activator],-21%,-7,0%,-1%,5%
O=C(NCc1ccc(N2CCCC2=O)cc1)Nc1cccc(Cl)c1,1%,-4%,8%,4%,-11%,-1,2%,0%,-3%
C=CCNC(=O)C(C(=O)OCC)C1CCCCC1 (configuration not stated),3%,-17%,2%,47%[activator],-1%,3,17%,1%,1%
CC(C)Oc1cc(C(=O)NC2CCCCC2)c2ccccc2n1,19%,-8%,9%,38%,-8%,-6,-1%,-6%,5%
Cc1sc(-n2c(C)ccc2C)c(C#N)c1C,0%,-9%,4%,-33%,-17%,13,7%,2%,-12%
COC(=O)c1ccc(N/C=C/C(=O)c2ccc(OC)c(OC)c2)cc1,-2%,-2%,-3%,45%[activator],-7%,-2,3%,21%,9%
CCN1CCN(c2nc3c(C)cccn3c(=O)c2/C=C(\C#N)C(=O)NCCOC)CC1,42%[activator],-2%,129%[activator],15%,-14%,3,1%,-13%,1%
CNC(=S)N1CCN(c2c(F)cc3c(=O)c(C(=O)O)cn(C4CC4)c3c2OC)CC1C (configuration not stated),-30%,-6%,32%[activator],13%,1%,-7,-4%,-2%,4%
CCc1ccccc1NC(=O)c1ccc(F)c(S(=O)(=O)N2CCC(C(N)=O)CC2)c1,25%,-15%,9%,5%,-12%,10,2%,-3%,-7%
O=S(=O)(c1ccccc1)N1CCN(c2ncnc3scc(-c4ccccc4)c23)CC1,0%,3%,-2%,-4%,?,0,0%,?,7%
CCOc1ccc(CCNC(=O)c2cccc3c2C(=O)N(CCOC)C3)cc1OCC,7%[57.1 µM],0%,6%[57.1 µM],15%,-12%,-1,6%,?,-2%
CC(C)N1C(=O)c2ccccc2C1C(=O)NCCc1ccccc1 (configuration not stated),21%,-10%,6%,40%[activator],-32%,2,-11%,-3%,-2%
COc1ccc2nc(C)cc(Nc3cccc(C(=O)O)c3)c2c1,8%,-7%,-7%,23%,-21%,2,-11%,-7%,1%
CC1C(=O)N(Cc2cn(CCC3OCCO3)nn2)CCS(=O)(=O)N1Cc1ccc(-c2ccncc2)cc1 (configuration not stated),.,-5%,.,.,-19%,-4,19%,.,-15%
COc1ccccc1N(C)S(=O)(=O)c1ccc(C(=O)NCc2ccc3c(c2)OCO3)cc1,26%[57.1 µM],i,-9%[57.1 µM],30%,-16%,2,9%,11%,1%
O=C(CN1CCN(Cc2ccccc2Cl)CC1)N/N=C/C=C/c1ccco1,?,-3%,-9%,4%,-17%,1,8%,1%,-3%
Cc1ccc(C(=O)C=Cc2cccc(C)c2)cc1,-17%,5%,-5%,112%[activator],-22%,17,3%,-4%,-5%
COc1ccc(C(=O)CC(=O)C(=O)Nc2cccc([N+](=O)[O-])c2C)cc1,-10%[57.1 µM],-5%,-4%[57.1 µM],13%,-2%,-3,3%,4%,19%
S=C(NCc1ccco1)Nc1cccc(Cl)c1Cl,-4%,-6%,6%,14%,-23%,0,-2%,2%,2%
Cc1occc1C(=O)N1CCCC(CCC(=O)NCc2ccc(F)c(F)c2)C1 (configuration not stated),18%[57.1 µM],-2%,3%,21%,-13%,1,6%,-9%,-7%
c1ccc(-c2nnc(OCCN3CCOCC3)c3ccccc23)cc1,-31%,-10%,-8%,26%,-16%,2,3%,5%,-22%
O=C(COC(=O)c1cccc(NS(=O)(=O)c2ccc(F)c(F)c2)c1)NC(=O)NC1CCCCC1,28%[57.1 µM],-1%,-4%,16%,-19%,2,4%,12%,?
CCOC(=O)Cc1c(C)nc2c(-c3ccccc3OC)c(C)nn2c1C,-6%,-6%,-3%,34%,-16%,2,9%,-3%,-2%
O=C1c2ccccc2C(=O)N1CCC(=O)N1CCc2ccccc21,18%,19%,4%,36%,1%,-2,6%,-4%,6%
O=C1CC(N2CCN(c3ccccc3)CC2)C(=O)N1c1ccc2c(c1)OCO2 (configuration not stated),22%[57.1 µM],i,6%[57.1 µM],21%,-10%,2,-2%,?,12%
CCOC(=O)N1CCN(c2ccc(N3C(=O)CCCC3=O)cc2[N+](=O)[O-])CC1,14%,1%,-4%,29%,-3%,-1,0%,-6%,5%
CC(C)CCNC(=O)c1ccc(Cn2c(SCC(=O)NC(C)C)nc3ccccc3c2=O)cc1,7%[57.1 µM],i,-1%[57.1 µM],27%[57 µM],?,-1,6%,-2%,-10%
Cc1nc(C(N)=O)c(N)n1CCc1ccccc1,32%,-8%,16%[57.1 µM],18%,?,2,10%,-11%,?
Cc1ccnc(NC(=O)CNC(=O)c2ccco2)c1,-6%,-2%,-8%,7%,-5%,4,8%,58%[activator],4%
COc1ccccc1OCCCC(=O)NCc1ccco1,-30%[57.1 µM],-3%,2%[57.1 µM],31%,-11%,-21,7%,-3%,3%
NC(=NCCc1c[nH]c2ccccc12)NC(=O)c1ccc(Cl)cc1,6%,6%,-10%,-11%,-5%,1,0%,-4%,10%
Cc1cc(C)cc(NC(=O)C2CCCC2)c1,12%,-9%,-1%,14%,-3%,3,8%,-3%,-3%
COc1cc(/C=C/C(=O)OCC(=O)NCCCc2ccccc2)cc(OC)c1OC,-5%,-8%,7%,41%[activator],-10%,3,4%,-1%,-16%
CCOc1ccc(CNC(=S)N/N=C/c2ccncc2)cc1,-1%,.,-11%,25%,1%,1,1%,?,18%
COC(=O)C1SCC2C(=O)N(Cc3ccc(F)cc3)CC(=O)N21 (configuration not stated),24%,.,3%,-13%,-20%,-1,0%,-2%,3%
Cc1ccccc1C1CCCN(Cc2nc(C3CC3)no2)C1 (configuration not stated),15%[57.1 µM],-1%,-14%[57.1 µM],41%[activator],-9%,1,9%,-4%,1%
CCCCN(C)CCNC(=O)CN1C(=O)CSc2ccc(S(=O)(=O)N3CCCCC3)cc21,8%,2%&3%,4%,24%&64%,-11%&-27%,0&1,-8%&-6%,-7%&4%,5%&-4%

# Bioassay records deposited in PubChem by National Center for Advancing Translational Sciences (NCATS).
